Bioassay records as filed in PubChem.
NR2E3 ag-1: inhibitors of NR2E3-RetCOR corepressor binding, primary screen, NR2E3 agonist project, biochemical, TR-FRET, GST-NR2E3, biotin-RetCOR; inhibition of corepressor binding, % at 4.78 µM; Photoreceptor-specific nuclear receptor (Homo sapiens), Q9Y5X4; actives 0.12% (n = 320,000); AID 2300, 2010; 1536-well;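 active = percent inhibition above the cutoff of mean plus 3 SD of all tested compounds, set per screening campaign, cut at about 20% in these data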;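 note: 0% = DMSO wells and 100% = biotin wells as full block of FRET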
Target sequence (Q9Y5X4 whole entry, looked up): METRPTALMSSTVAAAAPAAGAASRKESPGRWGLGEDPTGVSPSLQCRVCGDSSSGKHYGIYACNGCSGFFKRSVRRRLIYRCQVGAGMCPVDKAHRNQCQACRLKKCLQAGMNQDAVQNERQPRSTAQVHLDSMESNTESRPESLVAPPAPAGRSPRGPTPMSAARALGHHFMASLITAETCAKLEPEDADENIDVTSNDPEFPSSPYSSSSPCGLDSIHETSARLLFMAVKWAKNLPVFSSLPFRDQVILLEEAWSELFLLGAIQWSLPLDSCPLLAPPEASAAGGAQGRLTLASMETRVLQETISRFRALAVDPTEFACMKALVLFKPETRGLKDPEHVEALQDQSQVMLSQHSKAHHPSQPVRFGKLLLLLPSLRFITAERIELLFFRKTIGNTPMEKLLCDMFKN
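Test system: GST-NR2E3 and biotin-RetCOR proteins | Quantity: 1.35 nM GST-tagged NR2E3 final | Medium: Tris pH 7.5 | Also added: 7 nM biotin-RetCOR | Dosing: Compound at 4.8 µM, single dose | Timing: 5 h at 4 °C | Detection: Time-resolved FRET | Read-out basis: Percent inhibition | Benchmarks: Biotin wells as high control, 0.6% DMSO wells as low control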
CF NFkB block: inhibitors of PAF-induced NF-kB signaling, primary screen, cell-based, GFP fluorescence, uHTS; KKLEB NF-kB-GFP reporter, GFP fluorescence overnight; inhibition, % at 5 µM; actives 0.86% (n = 360,000); AID 588850, 2011;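 active = at least 50% inhibition at 5 µM, scaled per plate between neutral and stimulator controls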;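 note: PAF is a Pseudomonas aeruginosa culture filtrate used as stimulus; plate controls were PAF-stimulated DMSO wells for no effect and unstimulated DMSO wells for full effect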
LMP1 NFkB inh: EBV LMP1-driven NF-kappaB luciferase reporter inhibitors, primary screen, cell-based, luminescence, single point; LMP1-induced NF-kappaB luciferase reporter cells; inhibition, % at 12.5 µM; actives 0.69% (n = 350,000); AID 504558, 2011; in the data active = inhibition above about 41%;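 note: 0% = neutral control wells and 100% = reference inhibitor control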
hiPSC survival: enhancers of single-cell hiPSC survival, primary screen, ATPlite luminescence; 100% = ROCK inhibitor wells, 0% = DMSO; survival enhancement, % at 20 µM; actives 0.044% (n = 360,000); AID 602274, 2012; in the data active = survival enhancement above about 18%;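 note: cells exposed to compounds for 16 hours before the ATP read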
MITF TRPM1 inh: inhibitors of MITF-dependent TRPM1 promoter reporter, primary screen, cell-based, SK-MEL-5, single point, luciferase | AID 488899, 2010 | SK-MEL-5 TRPM1 promoter luciferase, 24 h | actives 0.83% (n = 330,000) | inhibition, % at 12.5 µM;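 active = mean inhibition across replicates of 60% or more, whatever share of single replicates reaches that level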; note: values of inactives mirror those of a sister screen read the other way
NR2E3 ag-2: NR2E3 agonists in two-hybrid cells, primary screen, cell-based, luminescence, CHO-S, Gal4-NCOR/VP16-NR2E3; luciferase; inhibition of corepressor binding, % at 3.98 µM; actives 0.35% (n = 360,000); AID 602229, 2012;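 active = inhibition above the mean of all tested compounds plus 3 SD, cut at about 70% in these data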;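 note: 0% = DMSO with NR2E3 transfected cells and 100% = cells lacking NR2E3 construct; higher means lower luciferase signal from less NR2E3 corepressor binding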
HIF-2a block: HIF-2a reporter inhibitors, primary screen, luminescence, 786-0 RCC cells | 786-0 RCC cells HIF-2a reporter, luciferase luminescence, overnight | inhibition, % at 18.8 µM | actives 0.72% (n = 360,000) | AID 624352, 2012;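 active = inhibition of the luminescence signal of 40% or more relative to plate controls, in a single-dose primary screen at 18.75 µM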
Shn3 3UTR inh: reduction of Shn3 3'UTR firefly luciferase signal, primary screen, Schnurri-3 inhibitor project, cell-based, Clone20 osteoblasts, set 2; Clone20 osteoblast Shn3 3'UTR firefly luciferase, 24 h; inhibition, % at 12.5 µM; actives 0.52% (n = 360,000); AID 588674, 2011;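 active = mean inhibition of at least 75% with every replicate also reaching 75%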;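 note: 0% = median of neutral control wells and 100% = pilot-screen positive control compound; some compounds past the cut are filed as inactive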
TRAIL sens C8: viability loss with TRAIL in NB7+C8 cells, primary screen, TRAIL sensitizer project, cell-based, ATPlite luminescence | AID 624354, 2012 | inhibition (viability loss, TRAIL sensitization), % at 10 µM | actives 1% (n = 360,000);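 active = compounds causing at least 50% loss of cell viability in the single-dose screen, relative to plate controls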
KKLEB cytotox: cytotoxicity in KKLEB CF airway cells, primary screen, cytotoxicity control for CF NF-kB inhibitor project, cell-based, uHTS, fluorescence assay plates; KKLEB CF airway cells viability, ATPlite luminescence, overnight; hits give low values; cells stimulated with P. aeruginosa culture filtrate; activity change (cytotoxicity), % at 5 µM; actives 0.36% (n = 360,000);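 active = corrected activity change at or below -50% at 5 µM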
Peg3 promoter: Peg3 promoter-driven luciferase inhibitors, primary screen, cell-based, HeLa, luciferase luminescence; AID 588405, 2011; actives 1.7% (n = 360,000); inhibition, % at 20 µM; HeLa PEG-Prom luciferase reporter, overnight;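 active = inhibition of at least 50% at 20 µM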
An asterisk follows results filed as active; . = not tested or not shown; & = joins results of further samples. An excerpt; the hit share may differ from the screen's.

SMILES	NR2E3 ag-1	CF NFkB block	LMP1 NFkB inh	hiPSC survival	MITF TRPM1 inh	NR2E3 ag-2	HIF-2a block	Shn3 3UTR inh	TRAIL sens C8	KKLEB cytotox	Peg3 promoter
CCCCN(C)CCCNC(=O)c1ccc2c(c1)N(CC)C(=O)c1ccccc1S2=O (stereo not given)	0	10	-7	0.4	-4	-25	21	-3	4	-7	3
Cc1nc2ccc(S(=O)(=O)NC(C(=O)NCc3ccc4c(c3)OCO4)C(C)C)cc2s1 (stereo not given)	1	-15	5	2.6	-2	-10	3	-1	3	8	4
O=C(COC(=O)Cc1c(F)cccc1Cl)NCc1ccc2c(c1)OCO2	.	0	0	-1.7	5	1	7	5	8	-6	-4
O=C(Nc1ccc(S(=O)(=O)Nc2cnc3ccccc3n2)cc1)c1ccc(Cl)cc1Cl	5	-32	.	1.0	.	6	-7	-6	0	5	23
CN1c2ccccc2N(C)C1c1c(O)ccc2ccccc12	3	-1	-1	-0.3	24	-7	10	12	-13	4	3
COCCNC(=O)c1onc(CSc2ccc(Cl)cc2)c1C(=O)O	-2	8	-9	0.3	5	3	15	-1	4	-20	-8
Cc1cccc(C)c1Nc1nnc(SCc2cn3cccc(C)c3n2)s1	0	-1	-6	-0.5	4	-1	30	19	0	-7	15
NC(N)=Nc1nc(C2COc3ccccc3O2)cs1 (stereo not given)	3	5	-15	-2.1	-42	-132	-208	-59	12	2	-274
CCCC1(C(=O)OC)NC(c2cccc(F)c2)C2C(=O)N(CC)C(=O)C21 (stereo not given)	0	5	4	-0.9	9	-28	11	-2	5	-2	-3
COCCn1c(SCC(=O)Nc2ccc(NC(=O)c3ccco3)c(OC)c2)nc2ccccc2c1=O	1	-24	18	-1.9	2	-5	-6	40	3	8	-6
COCCn1c(N)c(Sc2ccc([N+](=O)[O-])cc2)c(=O)[nH]c1=O	1	6	-2	1.8	1	-8	20	-19	-13	-7	14
COC(=O)c1sccc1NC(=O)c1ccc(Cl)s1	4	-19	-11	1.8	15	-11	-20	3	1	-11	15
CC(Oc1ccc2c(-c3ccccc3)cc(=O)oc2c1)C(=O)O (stereo not given)	-5	-4	5	0.9	11	-7	-7	9	-14	1	8
Cc1cccc(C(=O)NNC(=O)C2CCCO2)c1 (stereo not given)	5	-12	9	0.7	2	-1	13	-6	-22	-5	0
O=C(CSc1nnc(CNc2ccc(F)cc2)o1)N1CCN(C(=O)c2ccco2)CC1	1	11	2	-0.7	6	0	8	1	-2	0	3
Cc1c(C(=O)NC2CCCc3ccccc32)oc2ccc(S(=O)(=O)N3CCCC3)cc12 (stereo not given)	0	34	4	-0.1	17	1	8	27	12	-42	19
Cc1ccc(C(=O)NN=C2CCCC2)cc1C	-5	-8	-10	1.9	-6	-67	5	-27	7	1	11
O=C(CSc1n[nH]c(=O)n1C1CC1)Nc1cc(Cl)ccc1Oc1ccccc1	-1	-3	37	0.9	13	12	13	60	-8	-10	50*
Cc1cccc(OCC(=O)NC(Cc2c[nH]c3ccccc23)C(=O)O)c1C (stereo not given)	5	-2	-6	2.5	14	32	11	-21	-9	4	-4
CCn1c(=S)[nH]c2c(c1=O)C(C)(C)Cc1ccccc1-2	.	8	8	0.2	6	0	5	-23	-2	16	5
COc1ccc(OC)c(/C=N/NC(=O)C(=O)N/N=C/c2cc(OC)ccc2OC)c1	2	18	3	-0.7	-4	-23	6	16	2	-4	22
Cn1nccc1NC(=O)Nc1cccc(Cl)c1	11	-1	-26	-0.5	3	-31	9	.	7	-7	-3
O=C(c1cc(S(=O)(=O)NCc2ccco2)ccc1Br)N1CCOCC1	-1	-6	71*	-0.5	6	12	1	-6	-3	13	-5
Cc1ccc(C(=O)C(C)OC(=O)CNS(=O)(=O)c2ccc(C)cc2)cc1 (stereo not given)	2	-11	2	0.6	-4	-32	0	-16	7	11	-6
O=C(CC1Nc2ccccc2NC1=O)NCCCN1CCCCCC1 (stereo not given)	-2	1	5	0.9	3	-12	17	-1	3	-1	10

Following part
SMILES	NR2E3 ag-1	CF NFkB block	LMP1 NFkB inh	hiPSC survival	MITF TRPM1 inh	NR2E3 ag-2	HIF-2a block	Shn3 3UTR inh	TRAIL sens C8	KKLEB cytotox	Peg3 promoter
O=C(COc1ccc(S(=O)(=O)NC2CCCCC2)cc1)NCc1cccnc1	4	14	-1	0.7	5	10	-29	-11	11	-1	20
CN(Cc1c(F)cccc1Cl)C(=O)C1CC(=O)N(CCc2ccccc2)C1 (stereo not given)	1	-9	-5	-0.5	16	-42	12	9	-5	10	11
CC(C)N(Cc1ccccc1)C(=O)CN1C(=O)NC2(CCCc3ccccc32)C1=O (stereo not given)	1	26	6	-0.1	12	6	15	15	-5	-21	13
Cc1ccc(S(=O)(=O)Nc2nc3ccccc3nc2Nc2cccc(S(=O)(=O)N3CCCC3)c2)cc1	-1	69*	5	-0.5	-4	-7	-49	26	23	-44	37
COc1ccc(NC(=O)CN(c2cccc(C(F)(F)F)c2)S(C)(=O)=O)cc1OC	-2	12	-2	0.6	-3	8	15	3	4	9	-10
CC1S/C(=N/N=C2CCC(C(C)(C)C)CC2)NC1=O (stereo not given)	-4	3	-2	1.5	-12	-95	-13	6	-11	5	-18
Clc1ccc2c(c1)C1OCCC1C(c1ccco1)N2 (stereo not given)	0	-13	-28	-1.8	-51	-72	-209	-94	21	-11	-196
CC(C)CNC(=O)NC(=O)COC(=O)COc1ccc(Cl)cc1Cl	1	-9	-3	-0.6	-2	4	10	-5	-8	8	-1
COc1ccc(OC)c(NC(=O)CCNS(=O)(=O)c2cccs2)c1	-4	-22	-9	0.6	-1	2	12	-22	4	-1	6
O=[N+]([O-])c1cccc(CNC2CCCCCC2)c1	2	15	-3	-0.6	-15	-35	11	7	13	-14	7
CC(C)(C)n1ncc2c(=O)n(Cc3ccc(Cl)cc3)cnc21	-2	-10	11	-0.4	27	-35	19	34	14	-2	17
O=C(NCc1cccs1)C(NS(=O)(=O)c1cccc2nsnc12)c1ccccc1 (stereo not given)	-3	-10	-11	-0.8	4	-24	13	-8	-19	-22	17
CCCCN(C(=O)CSc1nnc(-c2ccccc2)n1C)c1c(N)n(Cc2ccccc2)c(=O)[nH]c1=O	-1	4	0	-0.6	3	-20	11	-5	-2	-6	5
COc1ccc2sc3ccccc3c(=O)c2c1OC	-3	-22	-11	3.4	-64	-43	-125	-43	0	-2	-28
CC(N=C(NC#N)Nc1ccncc1)C(C)(C)C (stereo not given)	2&4	-11&9	0&-1	8.1&6.9	-3&13	22&0	8&3	2&-10	-10&-21	28&11	2&-6
Cc1cccc(C)c1OCCCCc1c(C)n[nH]c1C	6	-17	-4	1.5	1	1	3	15	9	13	-2
O=C(Nc1ccc(Cc2ccc(NC(=O)Nc3cccnc3)cc2)cc1)Nc1cccnc1	.	11	1	-2.5	.	-30	-103	-28	1	-21	-69
CCc1c(C)nc2c(C#N)c[nH]n2c1=O	-2	-1	3	3.1	-20	-11	5	4	-5	10	3
CCN1CCc2c(sc(NC(=O)c3ccc(S(=O)(=O)N(C)c4ccccc4)cc3)c2C(=O)NC)C1	-1	-23	17	-0.1	16	5	24	16	55*	-33	34
CC(=O)NC1=NN(c2ccccc2)C(=O)C1	-3	9	-8	4.8	0	-4	8	2	-7	-14	2
Cc1cccc(C(=O)N[C@H](C(=O)Nc2cc(S(=O)(=O)N3CCCCC3)ccc2C)C(C)C)c1	1	0	-8	0.2	0	-5	19	-7	-3	1	10
O=C(O)/C=C\C(=O)Nc1ccc(Oc2ccccc2)cc1	2	-5	-8	2.6	-10	-11	18	-17	11	-2	-6
Cc1cccc2c(C(=O)O)c3c(nc12)CCCCC3	1	-3	-4	-2.0	-2	-30	8	-13	3	2	2
CCn1c(C)nc2cc(NC(=O)Nc3cccc(C(C)=O)c3)ccc21	-3	25	11	-0.8	-29	-23	-124	-15	56*	-6	-169
CCOC(=O)C1(Cc2ccccc2)CCCN(C(=O)COc2ccccc2OC)C1 (stereo not given)	.	-11	-24	-0.2	.	-106	-239	-95	4	7	-371

The results go on.
SMILES	NR2E3 ag-1	CF NFkB block	LMP1 NFkB inh	hiPSC survival	MITF TRPM1 inh	NR2E3 ag-2	HIF-2a block	Shn3 3UTR inh	TRAIL sens C8	KKLEB cytotox	Peg3 promoter
CCN(CC)C(=O)c1ccccc1NS(=O)(=O)c1ccc(C)cc1	2	15	-10	0.2	9	-1	-1	2	-11	-1	0
Cc1nnc(NC(=O)CCCOc2ccccc2)s1	1	6	1	-2.5	38	-13	1	2	-9	8	-1
COCCNC(=O)CCC1CCN(Cc2cccc(Oc3ccccc3)c2)CC1	2	-6	6	0.4	0	25	9	-17	12	10	11
NS(=O)(=O)c1ccc(NC(=O)/C=C/c2cccc(Cl)c2)cc1	1	-3	-6	0.8	-9	-7	-129	-1	1	0	-60
COc1ccc(-n2c(COc3cccc4ccccc34)nnc2SC(C)C(=O)O)cc1 (stereo not given)	3	9	-10	-2.0	-4	4	17	3	-2	-4	-5
COc1ccc(CCNC(=O)C2CCN(C(=O)c3ccc(F)cc3)CC2)cc1OC	-2	14	1	0.4	-5	-20	14	-2	-6	2	-4
Cc1ccc(-c2nn3c(C)nnc3s2)cc1NC(=O)c1cccs1	5	-32	-13	1.2	5	-5	14	18	-11	11	-4
CC(C)(CC(=O)O)CC(=O)NNc1ncccc1C#N	3	12	-6	0.0	5	-2	13	-8	-9	-12	3
CC1=C(C(=O)Nc2ccccc2)C(c2ccco2)C(C#N)=C(SCC(=O)Nc2cccc(C)c2C)N1 (stereo not given)	5	-6	5	0.5	16	-8	9	21	-17	-19	39
Cc1cc(NC(=O)CSc2nnc(-c3ccco3)n2N)no1	.	9	1	0.0	-2	-10	0	-1	-3	-4	6
CCN(CC)S(=O)(=O)c1cc(NC(=O)c2ccccc2OCc2c(C)noc2C)ccc1C	.	11	-1	-3.4	10	-8	-2	16	5	-3	4
COc1ccc(C(=O)N=c2sc3c(C)ccc(OC)c3n2C)cc1OC	-1	9	-15	-0.6	-97	-44	-383	.	13	10	-147
